Source: PubChem (several laboratories)
b-catenin transl: modulators of beta-catenin nuclear translocation; 190,000 compounds, 0.3% hits; nuclear translocation activity, % at 5 µM; AID 1665; HeLa beta-catenin nuclear translocation, immunofluorescence imaging;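 active means nuclear translocation activity above 50% at 5 µM, with a well cell count of 50 or more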;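 further: per-cell ratio of nuclear to cytoplasmic median beta-catenin stain intensity; plate controls were DMSO negative control for no effect and GSK-3 inhibitor IX positive control for full effect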
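test system = HeLa cells, endogenous beta-catenin | dosing = single 5 µM dose plus 0.02–20 µM confirmation series | times = compound treatment 24 h, 37°C, 5% CO2 | technique = beta-catenin immunofluorescence imaging with DAPI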
Large T inhibition: SV40 large T antigen inhibitors, biochemical (AID 1903). inhibition, % at 20 µM; hits with a dose series show IC50 in µM. 310,000 compounds, 0.39% hits. SV40 large T antigen ATPase/helicase inhibition assay; higher % means a stronger effect; in the data active means a potency from the dose series; further: strong numbers were not always called active
Rac1 GTP hydrolysis: MgcRacGAP GTPase-activating activity inhibitors, confirmation, biochemical, ADP Hunter fluorescence | MgcRacGAP-stimulated Rac1 GTP hydrolysis, ADP Hunter fluorescence; higher % means a stronger effect; GST-tagged Rac1 F28L mutant substrate | one-dose inhibition, % at 30 µM; IC50 in µM for titrated hits | 340,000 compounds, 0.6% hits | AID 624330;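 active means first-screen hits whose inhibition reached a set limit at any dose in the follow-up dose series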;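 further: fluorescence reports GDP produced by GAP-driven GTP hydrolysis; strong numbers were not always called active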
Salmonella PhoP GFP: inhibitors of PhoP regulon expression, primary screen, Salmonella Typhimurium, GFP reporter (AID 1863) | S. Typhimurium PhoP-regulated promoter GFP reporter, 4 h; higher % means a stronger effect | one-dose inhibition, % at 50 µM; IC50 in µM for titrated hits | 300,000 compounds, 0.16% hits;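 active means inhibition over 29.93%, a cutoff 3 SD above the screen mean, later confirmed by dose response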;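 further: 0% = low Mg2+ inducing control and 100% = high Mg2+ repressing control; strong numbers were not always called active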
RSV CPE inhibition: inhibition of RSV-induced cytopathic effect – HEp-2 cells, primary 10 µM value included (AID 2391) | HEp-2 cells, RSV-induced CPE inhibition; higher % means a stronger effect | one-dose CPE inhibition, % at 10 µM; IC50 in µM for titrated hits | 310,000 compounds, 0.13% hits; in the data active means a potency from the dose series; further: strong numbers were not always called active
Myeloid diff 2: compounds promoting myeloid differentiation; ER-HoxA9 myeloid progenitors, lysozyme-GFP differentiation, flow cytometry; calls only at 10 µM; 360,000 compounds, 1% hits;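 active means normalized GFP-positive differentiation at or above the plate's own cutoff, the solvent-only control mean plus 3 SD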;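 further: cells exposed to compound for four days before flow analysis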
T cell modulator: T cell immune modulation candidate; 2C CD8+ T cell-vesicle binding, flow cytometry; hits give low values; calls only at 7 µM; 330,000 compounds, 0.068% hits;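 active means response, share of CD8 T cells binding vesicles, and their 90th percentile fluorescence all below set limits, cut at about 80% in these data, passing the limit was not always enough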
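Assay system: 2C TCR transgenic mouse naive CD8+ T cells, MACS-purified | Read-out: CD8+ gate FL2 mean fluorescence as % of same-row positive control | Signal: High-throughput flow cytometry with anti-B7-1 and anti-CD8 staining | Timing: Binding step 1.5 h, 37 °C, antibody labelling 20 min, ice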
West Nile antiviral: West Nile virus antiviral activity, cell-based, CPE readout (AID 1621); West Nile virus-infected cells, CPE inhibition; higher % means a stronger effect; CPE inhibition, % at 10 µM; hits with a dose series show IC50 in µM; 290,000 compounds, 0.02% hits; in the data active means a potency from the dose series; further: strong numbers were not always called active
WT yeast gro inh: growth inhibition of WT yeast, mitochondrial fusion screen | mitochondrial fusion phenotypic screen, WT strain | inhibition, % at 10 µM | 190,000 compounds, 2.1% hits | AID 1362; in the data active means inhibition above about 58%; tested in S. cerevisiae
WT yeast gro inh mutant strain: recorded beside WT yeast gro inh, whose call it bears; inhibition, %; mitochondrial fusion phenotypic screen, mutant strain inhibition
b-catenin transl cell count 5 µM: further read-out of b-catenin transl, marked with its call; cell count; measured here: cell count, cytotoxicity flag
T cell modulator vesicle-bound %: recorded beside T cell modulator, whose call it bears; double positive events, %; measured here: CD8+ vesicle-bound cell fraction;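 binding gate set so that unloaded-vesicle control wells show 10% double positive cells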
Myeloid diff 2 GFP+ MAC1+ %: also measured in Myeloid diff 2; calls as there; GFP+ MAC1+ double positive, %; measured here: differentiation confirmed by MAC1 staining
* = called active by the depositor; i = inactive; . = no result given.

The first 6 records (preview)
no.	molecule	b-catenin transl	b-catenin transl cell count 5 µM	Large T inhibition	Rac1 GTP hydrolysis	Salmonella PhoP GFP	RSV CPE inhibition	Myeloid diff 2	Myeloid diff 2 GFP+ MAC1+ %	T cell modulator	T cell modulator vesicle-bound %	West Nile antiviral	WT yeast gro inh	WT yeast gro inh mutant strain
1	CCOc1ccc(N(CC(=O)NC2CCCC2)C(=O)CCCC(=O)Nc2ccccn2)cc1	3.2	1114	1%	5%	2%	0.4%	i	0.7	i	23	-0.8%	-14	-14
2	COc1ccc(C2CC(c3ccccc3)=NN2C(=O)COC(=O)COc2ccccc2)cc1 (stereo unspecified)	0.0	983	6%	6%	-2%	1.8%	i	0.8	i	41	-0.6%	5	4
3	CC(=O)Nc1ccc(NC(=O)COC(=O)[C@@H](NC(=O)c2ccc(F)cc2)C(C)C)cc1	-1.6	1119	13%	1%	2%	-1.2%	i	0.3	i	38	0.3%	-9	1
4	O=C(NC1CCN(Cc2ccccc2)CC1)C1CCN(S(=O)(=O)c2cccc3cccnc23)CC1	0.6	1015	.	4%	.	-1.4%	i	4.8	i	32	0.5%	5	7
5	Cc1cc(N/N=C/c2ccccc2)nc(N)n1	-0.8	1333	6%	-6%	18%	1.1%	i	0.2	i	30	0.6%	.	.
6	Cc1cc(C)cc(NS(=O)(=O)c2cc3[nH]c(=O)c(=O)[nH]c3cc2C)c1	.	.	.	6%	.	1.9%	i	2.8	i	65	1.0%	.	.

All compounds of this part, from the start:
no.	molecule	b-catenin transl	b-catenin transl cell count 5 µM	Large T inhibition	Rac1 GTP hydrolysis	Salmonella PhoP GFP	RSV CPE inhibition	Myeloid diff 2	Myeloid diff 2 GFP+ MAC1+ %	T cell modulator	T cell modulator vesicle-bound %	West Nile antiviral	WT yeast gro inh	WT yeast gro inh mutant strain
1	CCOc1ccc(N(CC(=O)NC2CCCC2)C(=O)CCCC(=O)Nc2ccccn2)cc1	3.2	1114	1%	5%	2%	0.4%	i	0.7	i	23	-0.8%	-14	-14
2	COc1ccc(C2CC(c3ccccc3)=NN2C(=O)COC(=O)COc2ccccc2)cc1 (stereo unspecified)	0.0	983	6%	6%	-2%	1.8%	i	0.8	i	41	-0.6%	5	4
3	CC(=O)Nc1ccc(NC(=O)COC(=O)[C@@H](NC(=O)c2ccc(F)cc2)C(C)C)cc1	-1.6	1119	13%	1%	2%	-1.2%	i	0.3	i	38	0.3%	-9	1
4	O=C(NC1CCN(Cc2ccccc2)CC1)C1CCN(S(=O)(=O)c2cccc3cccnc23)CC1	0.6	1015	.	4%	.	-1.4%	i	4.8	i	32	0.5%	5	7
5	Cc1cc(N/N=C/c2ccccc2)nc(N)n1	-0.8	1333	6%	-6%	18%	1.1%	i	0.2	i	30	0.6%	.	.
6	Cc1cc(C)cc(NS(=O)(=O)c2cc3[nH]c(=O)c(=O)[nH]c3cc2C)c1	.	.	.	6%	.	1.9%	i	2.8	i	65	1.0%	.	.
7	Cc1cc(=O)n2c3c(sc2n1)C(=O)N(Cc1ccccc1)C3=O	.	.	11%	.	1%	0.7%	.	.	i	26	-0.9%	3	27
8	CCCN1CCN(C(c2cc3cc4c(cc3[nH]c2=O)OCO4)c2nnnn2C(C)(C)C)CC1 (stereo unspecified)	-1.8	1192	1%	-2%	-15%	-0.1%	i	0.9	i	39	-0.1%	-18	-5
9	CCCNS(=O)(=O)c1ccc(C(=O)NCC2CCCO2)cc1 (stereo unspecified)	.	.	3%	6%	-6%	0.8%	i	1.0	i	30	0.1%	4	12
10	C/C(=N\NC(=O)c1cccnc1)c1cccc([N+](=O)[O-])c1	-3.3	1088	9%	0%	-8%	-0.2%	i	0.8	i	16	-0.4%	8	8
11	Cc1ccc(N2CCN(CC(=O)Nc3c(C(=O)C4CC4)oc4ccccc34)CC2)cc1	.	.	-7%	.	-10%	.	.	.	.	.	-0.1%	-5	-9
12	COCCNC(=S)Nc1ccccn1	0.0	1561	1%	5%	-7%	2.0%	i	0.3	i	18	0.6%	-10	-8
13	CCNC(=O)CN(Cc1ccccc1)S(=O)(=O)c1ccccc1	-4.2	1189	9%	3%	-1%	0.6%	i	1.0	i	5	-0.4%	-3	6
14	Cc1onc(-c2ccccc2Cl)c1C(=O)Nc1ccc(-n2nncc2-c2ccco2)cc1	0.8	1309	-8%	3%	-6%	-3.1%	i	9.4	i	6	-0.6%	0	-17
15	O=C(Nc1nccs1)c1csc2c1CCCC2	-7.0	1041	20%	11%	-2%	21%	i	1.9	i	35	0.1%	15	20
16	CC(C)c1nnc(SCC(=O)N2CCOCC2)n1C	3.7	489	6%	1%	3%	1.6%	i	0.9	i	24	0.4%	-7	8
17	C=CCn1c(SCC(=O)c2cc(C)n(Cc3cccs3)c2C)nnc1-c1ccncc1	-0.7	1072	7%	6%	-6%	2.4%	i	1.0	i	48	-0.2%	9	21
18	O=C(NCCc1ccc(F)cc1)C(=O)Nc1cc2c3c(c1)CC(=O)N3CCC2	.	.	-3%	5%	7%	-0.5%	i	0.6	i	2	.	.	.
19	O=C(NN1C(=O)/C(=C/c2cccc(O)c2)SC1=S)c1ccccc1O	.	.	1%	5%	-17%	-1.0%	i	2.2	i	20	-0.2%	.	.
20	COc1ccc2c(c1)C(=C(C#N)C#N)C(=O)N2CCc1ccccc1	-0.3	1315	19%	1%	-6%	2.0%	i	1.1	i	34	-0.4%	.	.
21	CCN(CC)S(=O)(=O)c1cccc(C(=O)OCC(=O)Nc2ccc3c(c2)c2ccccc2n3CC)c1	-3.5	537	7%	6%	11%	16%	i	0.4	i	48	-0.8%	2	-10
22	Cc1nc(Cl)c(C(=O)NCCc2ccccc2)c(C)c1[N+](=O)[O-]	.	.	5%	6%	-4%	2.5%	i	0.1	i	7	-0.4%	.	.
23	O=C(O)c1cc2[nH]c3c(c2cc1Cl)CCCC3	.	.	4%	7%	-2%	2.8%	i	0.6	i	52	-0.5%	.	.
24	CC(=O)C1=NOC2C(=O)N(c3ccccc3)C(=O)C12 (stereo unspecified)	.	.	6%	4%	7%	2.4%	i	0.5	i	57	0.4%	.	.
25	CCC(C)(C)n1nnnc1CN1CCN(c2nc3cc(OC)ccc3cc2C#N)CC1	.	.	2%	3%	-3%	22%	i	1.1	i	54	-1.7%	0	-6
26	CCOc1ccc(NC(=O)NNC(=O)COc2ccc3ccccc3c2)cc1	.	.	7%	10%	-6%	0.9%	i	1.3	i	24	-0.3%	.	.
27	CCOC(=O)N1CCN(S(=O)(=O)c2ccc(C)c(C(=O)NC3CCCCC3)c2)CC1	.	.	24%	6%	-5%	1.3%	i	1.3	i	17	-0.8%	.	.
28	CCC(C)NC(=O)C1c2cc(OC)c(OC)cc2C(=O)N(C)C1c1ccc(OC)cc1 (stereo unspecified)	-3.2	1244	9%	6%	-2%	-0.9%	i	0.9	i	18	-0.8%	-3	-1
29	COc1ccc(-c2cc(=Nc3ccc(C)cc3)c3ccccc3o2)cc1	-1.5	1349	-3%	8%	-8%	12%	i	0.6	i	22	-1.2%	4	3
30	COc1cccc(OCc2cc(/C=N/Nc3ccc(C(=O)O)cc3)ccc2OC)c1	0.4	1328	30%	3%	-5%	7.3%	i	0.1	i	19	0.1%	.	.
31	CC1CCN(C(=O)c2[nH]cnc2C(=O)N[C@H](C)c2ccccc2)CC1	.	.	.	7%	.	1.2%	i	3.1	i	13	.	.	.
32	CCn1ncc(/C=C/C(=O)Nc2c(C)nn(Cc3ccc(Cl)cc3Cl)c2C)c1C	1.3	1466	5%	7%	13%	0.2%	i	9.6	i	51	-0.6%	-6	9
33	CC(C)Oc1ccc2nnnn2n1	-3.7	1010	11%	10%	7%	0.4%	i	0.4	i	20	.	-4	-2
34	CCc1ccc(NC(=O)Nc2ccncc2)cc1	-1.0	1543	7%	16%	8%	13%	i	0.9	i	53	-1.0%	4	8
35	Cc1ccc(C(=O)c2ccccc2C(=O)OCC(=O)NCCc2ccccc2)cc1	-2.8	1170	0%	10%	-7%	0.5%	i	0.1	i	31	-1.2%	54	3
36	CN1C(=O)/C(=C/c2coc3ccc(O)cc3c2=O)SC1=S	3.3	1198	16%	11%	-7%	-0.4%	i	0.3	i	33	-0.3%	.	.
37	COCC(C)n1c(SCc2ccc(OC)c(F)c2)nc2ccccc2c1=O (stereo unspecified)	-1.9	1065	32%	7%	-3%	.	i	0.7	.	.	-1.9%	74*	2.8*
38	COc1ccc(CCNC(=O)CSc2nccc(=O)[nH]2)cc1OC	-0.7	1556	3%	0%	-3%	-1.1%	i	0.0	i	49	0.2%	-9	0
39	O=C(Nc1ccccc1-c1ccccc1)C1CCCCC1	0.5	1119	3%	-3%	-1%	3.8%	i	0.3	i	11	-0.4%	7	12
40	CCC(=O)N1CCc2cc(S(=O)(=O)NCCCN3CCN(Cc4ccccc4)CC3)ccc21	3.0	1058	13%	7%	-1%	0.2%	i	2.2	i	65	.	3	1
41	COc1ccc(C(=O)Nc2ccnn2C2CCN(C(C)CSC)CC2)cc1 (stereo unspecified)	.	.	17%	-5%	-14%	0.0%	i	3.3	i	3	-0.6%	.	.
42	CCOC(=O)C1CCCN(C(=O)c2cccc(S(=O)(=O)N3CC(C)OC(C)C3)c2)C1 (stereo unspecified)	-1.4	1363	.	-4%	-16%	0.8%	i	2.3	i	34	0.1%	.	.
